PAFAH2 inh: PAFAH2 (human) inhibition; Q99487; inhibition, % at 3.39 µM; 340,000 tested, 0.99% active; recombinant PAFAH2, FP-rhodamine activity probe, fluorescence polarization;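 active = inhibition above the mean over all tested compounds plus 3 SD, cut at about 30% in these data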;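 note: inhibitors block probe labeling of enzyme so polarization drops; 0% = enzyme with DMSO and 100% = wells lacking PAFAH2 protein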
PAD4 FP inh: blocks human protein arginine deiminase 4. Q9UM07. recombinant PAD4, RCA probe fluorescence polarization. inhibition, % at 6.36 µM. 330,000 tested, 0.41% active. AID 485272;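 active = percent inhibition above a cutoff equal to the mean of all tested compounds plus 3 SD, cut at about 15% in these data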;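 note: 0% = PAD4 with RCA probe and DMSO and 100% = probe without PAD4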
GSTO1 counter: GSTO1 inhibition, counter-screen for RBBP9 inhibitors; inhibition, % at 5.96 µM; AID 1974; recombinant GSTO1, activity-based probe fluorescence polarization; 300,000 tested, 1.1% active; P78417;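 active = inhibition above the campaign mean inhibition plus 3 SD, cut at about 35% in these data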;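 note: 0% = GSTO1-1 with DMSO and 100% = wells lacking GSTO1-1 enzyme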
EBNA-1 inh: blocks EBNA-1 binding to DNA. EBNA-1 DNA binding, fluorescence polarization. inhibition, % at 14.8 µM. 300,000 tested, 0.34% active. AID 1950; in the data active = inhibition above about 28%
LYPLA2 inh: LYPLA2 (human) inhibition in PME1 counter-screen; AID 2177; recombinant LYPLA2, FP-Rh probe fluorescence polarization; inhibition, % at 5.9 µM; 320,000 tested, 0.38% active; O95372;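 active = inhibition above the screen-wide mean plus 3 SD, limit set per campaign, cut at about 26% in these data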;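 note: 0% = LYPLA2 with DMSO and 100% = wells lacking LYPLA2 enzyme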
LYPLA1 counter: blocks human lysophospholipase 1, a PME1 counter-screen. O75608. recombinant LYPLA1, FP-Rh probe fluorescence polarization. inhibition, % at 5.9 µM. 320,000 tested, 0.16% active. AID 2174;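 active = inhibition above the mean of all tested compounds plus 3 SD, set per campaign, cut at about 14% in these data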;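 note: inhibitors block serine hydrolase probe labeling of LYPLA1 so polarization falls; 0% = enzyme with DMSO and 100% = wells lacking LYPLA1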
ZTA counter: blocks Epstein-Barr virus ZTA, an EBNA-1 counter-screen. P03206. ZTA-DNA binding, fluorescence polarization. inhibition, % at 11 µM. 320,000 tested, 0.15% active; in the data active = inhibition above about 33%
PREPL inhibitor: inhibits the human prolyl oligopeptidase-like enzyme; Q4J6C6; recombinant PREPL, fluorescence polarization activity-based probe; inhibition, % at 5.96 µM; 320,000 tested, 0.68% active; AID 2751; in the data active = inhibition above about 43%;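 note: 0% = enzyme with DMSO and 100% = wells lacking enzyme; many of its hits are not listed in these tables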
Target sequence (Q4J6C6 whole entry, looked up): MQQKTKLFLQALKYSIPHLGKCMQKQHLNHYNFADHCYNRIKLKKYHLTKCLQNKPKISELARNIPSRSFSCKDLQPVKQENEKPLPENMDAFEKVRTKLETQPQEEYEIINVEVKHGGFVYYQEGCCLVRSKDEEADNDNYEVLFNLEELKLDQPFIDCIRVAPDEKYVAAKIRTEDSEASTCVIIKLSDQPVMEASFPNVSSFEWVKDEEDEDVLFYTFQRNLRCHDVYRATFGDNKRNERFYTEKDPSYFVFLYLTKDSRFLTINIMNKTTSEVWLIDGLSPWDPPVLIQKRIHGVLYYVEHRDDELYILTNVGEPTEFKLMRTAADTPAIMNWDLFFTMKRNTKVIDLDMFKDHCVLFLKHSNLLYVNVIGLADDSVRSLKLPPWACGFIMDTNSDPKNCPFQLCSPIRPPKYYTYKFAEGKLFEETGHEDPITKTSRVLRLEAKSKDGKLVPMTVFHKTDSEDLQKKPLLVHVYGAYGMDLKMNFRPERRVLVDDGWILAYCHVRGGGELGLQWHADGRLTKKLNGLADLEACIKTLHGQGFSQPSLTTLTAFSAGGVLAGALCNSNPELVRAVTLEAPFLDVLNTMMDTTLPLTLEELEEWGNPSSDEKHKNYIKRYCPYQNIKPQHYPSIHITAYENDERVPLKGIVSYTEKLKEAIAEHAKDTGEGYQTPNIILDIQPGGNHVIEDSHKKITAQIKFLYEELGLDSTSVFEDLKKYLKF
PAFAH1B3 inh: blocks human PAF acetylhydrolase 1B catalytic subunit 3; Q15102; recombinant PAFAH1B3, FP-rhodamine probe, fluorescence polarization; inhibition, % at 3.39 µM; 340,000 tested, 0.28% active;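 active = inhibition above the screen-wide average of all tested compounds plus 3 SD, cut at about 25% in these data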;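 note: 0% = enzyme with DMSO only and 100% = wells lacking PAFAH1B3 protein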
Target sequence (Q15102 whole entry, looked up): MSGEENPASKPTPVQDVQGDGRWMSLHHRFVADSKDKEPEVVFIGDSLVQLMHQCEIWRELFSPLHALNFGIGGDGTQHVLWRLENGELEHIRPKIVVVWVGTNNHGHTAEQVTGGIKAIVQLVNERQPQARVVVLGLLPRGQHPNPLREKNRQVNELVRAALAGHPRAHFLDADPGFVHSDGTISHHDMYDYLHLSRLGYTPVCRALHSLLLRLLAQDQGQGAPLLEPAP
* marks the source's active call; other numbers are inactive results; / = not tested or not shown.

SMILES	PAFAH2 inh	PAD4 FP inh	GSTO1 counter	EBNA-1 inh	LYPLA2 inh	LYPLA1 counter	ZTA counter	PREPL inhibitor	PAFAH1B3 inh
Cc1cc(=O)oc2cc(OC(C)C(=O)NCCc3ccc(S(N)(=O)=O)cc3)ccc12 (stereo not drawn)	14	-3	-9	-5	9	-1	-26	11	5
NS(=O)(=O)c1ccc(NC(=S)N2CCC(Cc3ccccc3)CC2)cc1	6	-7	7	2	6	0	6	-21	6
Cc1cccc(NC(=O)CSc2nc3c(c(=O)[nH]2)CCCC3)c1C	4	-5	-10	-8	1	0	-12	12	11
COCCNC(=O)C(OC(=O)c1ccco1)c1ccccc1F (stereo not drawn)	2	-2	2	15	6	0	12	0	6
CN1C(=O)CSc2ccc(NC(=O)N3CCOCC3)cc21	-6	-2	0	3	1	-1	4	11	0
CC(OC(=O)c1ccccn1)C(=O)Nc1nc(-c2ccc(F)c(F)c2)cs1 (stereo not drawn)	-1	-1	/	/	/	/	/	-56	3
CC1(c2ccccc2)NC(=O)N(CC(=O)NC(=O)NCc2ccco2)C1=O (stereo not drawn)	1	2	4	3	7	1	-4	5	2
COc1ccccc1NS(=O)(=O)c1cc([N+](=O)[O-])ccc1N/N=C/c1c[nH]c2ccccc12	2	-1	-3	-4	-6	-12	18	3	3
CN(c1ccccc1)S(=O)(=O)c1cccc(C(=O)NC2CCCC2)c1	8	2	/	/	/	/	/	1	17
CCNC(=O)NC1c2ccccc2CSc2ccccc21 (stereo not drawn)	-7	0	-1	5	-6	-3	2	3	3
COc1ccc2c(=O)c(C(=O)NCCc3ccc(OC)c(OC)c3)c[nH]c2c1	7	2	-2	20	6	-2	5	-5	-1
CCOc1cc(C(N)=O)cc(Cl)c1OCc1ccccc1	-1	-1	-2	-21	-1	0	1	-2	-1
OC(COCCC12CC3CC(CC(C3)C1)C2)CN1CCCC1 (stereo not drawn)	-10	2	2	-7	10	4	2	-11	0
CCOc1cc(-c2nnn(CC(=O)N3CCCCC3)n2)ccc1OC	1	-2	8	5	-2	3	-15	2	5
C[C@@H]1O[C@@H]1P(=O)(O)O	4	1	6	-13	-3	1	4	4	-4
CCC(=O)Nc1cccc(C2=NOC3(C2)C[C@@H](C(N)=O)N(C(=O)c2ccccc2C(=O)c2ccccc2)C3)c1 (stereo partly drawn)	-11	-1	-1	2	-7	-5	11	0	9
COc1ccc(-c2ccc(-c3noc(C)n3)c(OC)n2)cc1	-5	-5	2	-7	-7	-2	-3	13	0
COC(=O)CSc1nnc(C2COc3ccccc3O2)n1-c1ccccc1 (stereo not drawn)	11	-5	0	-5	1	-2	2	-13	7
O=[N+]([O-])c1ccc(COc2cccc3cccnc23)cc1	3	-2	3	-4	-3	0	-4	2	2
CCOc1ccccc1C(=O)Nc1ccccc1-c1ccccc1	0	-3	-4	7	5	-1	-8	9	6
Cc1cccn2c(=O)c3cc(C(=O)NCCc4ccccc4)c(=N)n(CCCn4ccnc4)c3nc12	1	0	5	-4	-1	-3	2	66*	3
CCN(C(=O)CN1C(=O)NC(CCSC)C1=O)C1CCS(=O)(=O)C1 (stereo not drawn)	4	-5	/	/	3	3	8	1	9
COCCNC(=O)c1cnn2c(C(F)F)cc(-c3ccc(C)cc3)nc12	-9	-7	3	-2	-4	0	4	1	9
CC[C@@H](C)[C@H](NC(=O)C1CCN(C(=O)[C@@H](NS(=O)(=O)c2ccc(C)cc2)C(C)C)CC1)C(=O)O	0	0	2	4	-1	2	-3	0	1
CC(C)(O)CCc1c(-c2ccc(O)cc2O)oc2c3c(cc(O)c2c1=O)OC(C)(C)C=C3	-7	1	-5	5	12	-11	1	17	-3
COCC(=O)N1CCCC(CNS(=O)(=O)c2ccc(OC)cc2)C1 (stereo not drawn)	11	0	7	4	-1	-1	7	1	-2
CCOC(=O)c1c(C)[nH]c(C)c1C(=O)COC(=O)c1ccc(OC)cc1	2	-4	30	-1	-5	-5	22	-5	9
CCCNC(=O)CCc1c(C)nc2nc(C)nn2c1C	-5	-6	5	1	-1	-3	2	-1	1
CCOC(=O)c1nnn(-c2nonc2N)c1CN(C)Cc1ccccc1	11	-2	-7	-4	3	-1	1	34	-1
CC1CCC(C(C)C)C(OC(=O)C[n+]2cc(-c3ccc(Cl)cc3)n3c2CCCCC3)C1 (stereo not drawn)	0	-6	0	-19	2	2	2	47*	10

For convenience, 5 of the compounds above.
SMILES	PAFAH2 inh	PAD4 FP inh	GSTO1 counter	EBNA-1 inh	LYPLA2 inh	LYPLA1 counter	ZTA counter	PREPL inhibitor	PAFAH1B3 inh
COCC(=O)N1CCCC(CNS(=O)(=O)c2ccc(OC)cc2)C1 (stereo not drawn)	11	0	7	4	-1	-1	7	1	-2
CCOC(=O)c1c(C)[nH]c(C)c1C(=O)COC(=O)c1ccc(OC)cc1	2	-4	30	-1	-5	-5	22	-5	9
CCCNC(=O)CCc1c(C)nc2nc(C)nn2c1C	-5	-6	5	1	-1	-3	2	-1	1
CCOC(=O)c1nnn(-c2nonc2N)c1CN(C)Cc1ccccc1	11	-2	-7	-4	3	-1	1	34	-1
CC1CCC(C(C)C)C(OC(=O)C[n+]2cc(-c3ccc(Cl)cc3)n3c2CCCCC3)C1 (stereo not drawn)	0	-6	0	-19	2	2	2	47*	10

Next section
SMILES	PAFAH2 inh	PAD4 FP inh	GSTO1 counter	EBNA-1 inh	LYPLA2 inh	LYPLA1 counter	ZTA counter	PREPL inhibitor	PAFAH1B3 inh
CCN(CC)c1ccc(/C=N/N2CC(=O)NC2=S)cc1	2	0	/	/	3	-1	1	-1	0
Fc1ccc(-c2cnc[nH]2)cc1	7	-7	-7	-7	-8	-1	0	5	2
O=[N+]([O-])c1ccc(Sc2n[nH]c(-c3ccccc3)n2)nc1	2	4	11	2	1	0	-7	4	2
Cc1cc(F)ccc1S(=O)(=O)Nc1ccc(C(=O)N(C)Cc2ccco2)cc1	1	2	/	/	2	-1	4	1	11
Cc1cccc(-n2c(-c3ccco3)n[nH]c2=S)c1	-4	-1	3	-2	2	2	4	1	4
CCS(=O)(=O)c1ccc2oc(Nc3ccccc3C)nc2c1	-2	6	2	-5	-6	-1	-1	-1	2
Nc1nnc(SCc2ccccc2)n1-c1ccccc1	-1	0	-1	7	2	2	2	-2	6
c1ccc(CSCc2nc3ccccc3[nH]2)cc1	-4	2	0	3	7	2	-11	4	5
O=C(COC(=O)c1n[nH]c2ccccc12)NCc1ccccc1	36*	0	3	8	-7	-2	-2	2	13
C=CCOc1ccc(/C=C/C(=O)OCC(=O)N(C)C2CCS(=O)(=O)C2)cc1 (stereo not drawn)	2	0	1	20	0	0	-2	10	3
CCc1ccc(OCCn2cccn2)cc1	-7	0	1	-5	1	1	-2	-11	0
COc1cc(NC(=O)c2cc3c(CO)cnc(C)c3oc2=Nc2cccc(C(N)=O)c2)cc(OC)c1	5	2	-7	1	7	2	8	29	11
Oc1ccc(N=Nc2ccccc2C(F)(F)F)c2cccnc12	1	-1	-8	95*	-2	-5	5	4	13
COC(=O)c1ccc(NC(=O)CNc2ccccc2)cc1	-4	0	5	5	4	-1	6	7	3
C/C(=N\Nc1cccc2cccnc12)c1ccccn1	0	4	9	-5	1	-2	-10	34	2
COc1ccc(NC(C)C(=O)N/N=C/c2ccc([N+](=O)[O-])s2)cc1 (stereo not drawn)	6	-4	21	-11	8	0	3	10	13
CC(C)(C)C(=O)Nc1ccc(Sc2ccc([N+](=O)[O-])cc2)cc1	6	-2	-3	-2	3	0	-8	15	1
CCOC(=O)c1c(C)nn(Cc2ccccc2)c1N	-5	2	9	-3	7	-2	-17	2	2
CS(=O)(=O)NCc1csc(-c2ccccc2)n1	-1	0	12	3	-3	-5	-5	7	1
CCCCC(=O)Nc1ccc(C(=O)NCCN2CCOCC2)cc1	-4	0	2	10	-4	-2	-3	-3	4

Part of the list above, as labelled records:
> CCOc1cc(C(N)=O)cc(Cl)c1OCc1ccccc1
  PAFAH2 inh = -1	PAD4 FP inh = -1	GSTO1 counter = -2	EBNA-1 inh = -21	LYPLA2 inh = -1	LYPLA1 counter = 0	ZTA counter = 1	PREPL inhibitor = -2	PAFAH1B3 inh = -1

> CCOc1cc(-c2nnn(CC(=O)N3CCCCC3)n2)ccc1OC
  PAFAH2 inh = 1	PAD4 FP inh = -2	GSTO1 counter = 8	EBNA-1 inh = 5	LYPLA2 inh = -2	LYPLA1 counter = 3	ZTA counter = -15	PREPL inhibitor = 2	PAFAH1B3 inh = 5

Later entries:
SMILES	PAFAH2 inh	PAD4 FP inh	GSTO1 counter	EBNA-1 inh	LYPLA2 inh	LYPLA1 counter	ZTA counter	PREPL inhibitor	PAFAH1B3 inh
CN(C)CCCN1C(=O)c2cc3ccccc3cc2C1=O	3	-2	2	2	-4	-7	5	-1	6
CCOC(=O)C1CCCN(C(=O)/C=C/c2ccccc2[N+](=O)[O-])C1 (stereo not drawn)	4	-2	2	4	-2	-2	1	2	2
CCOc1ccc(CNS(=O)(=O)c2cccs2)cc1OCC	4	2	7	1	-5	-3	-3	-2	10
O=C(NC1CCCCC1)NC1CC2CCC(C1)N2C(=S)NCc1ccco1 (stereo not drawn)	-1	-1	5	-1	3	1	-4	6	6
COc1cc(OC)cc(-n2nnnc2SCC(=O)N2CCCC2)c1	-8	-4	-6	2	0	-1	-12	10	10
CCC(C)NC(=O)c1ccc(CSCc2ccc(Cl)cc2)o1 (stereo not drawn)	6	-3	4	-11	4	-2	-8	19	10
COc1ccc(NC(=O)CCC(=O)OCc2ccc(C(=O)Oc3ccc(Cl)cc3)cc2)cc1	-3	3	-4	8	4	2	9	1	-3
COC(=O)C1=COC(C)C2CN3CCc4c([nH]c5cc(OC)c(OC)cc45)C3CC12 (stereo not drawn)	1	0	10	5	7	3	12	13	9
CC(/C=C/c1ccc2c(c1)OCO2)=N\NC(=O)c1cccc([N+](=O)[O-])c1	-11	3	7	11	3	8	4	19	7
CSc1ccccc1OCc1cc(C(=O)N[C@H]2CCCCNC2=O)no1	4	0	1	3	9	0	0	-4	1
COc1ccc(COCC(O)CN2CCc3ccccc3C2)cc1OC (stereo not drawn)	-2	-1	4	6	-4	-2	4	10	8
CCN(CC)Cc1c(O)ccc2c([N+](=O)[O-])c(C)n(-c3ccc(OC)cc3)c12	-4	0	11	5	9	4	-12	12	-1
CCN(CC)C(=O)CC(c1ccc(N(C)C)cc1)c1c(OC)cc(OC)c2c(-c3ccccc3)cc(=O)oc12 (stereo not drawn)	1	-2	6	11	-7	2	8	10	-1
C/C(=N\NC(=S)NCc1ccccc1)c1ccco1	6	3	8	8	4	-1	-1	-12	7

These rows are one share of the data (hit frequency here may not be typical).
